LRH-1 inv ag – LRH-1 (NR5A2) inverse agonists, primary screen, cell-based, luminescence, HEK293T, StAR-luciferase reporter. LRH-1 transfected, 24 h. inhibition, % at 3.6 µM. 360,000 tested, 0.13% active. Nuclear receptor subfamily 5 group A member 2 (Homo sapiens), O00482;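 active = inhibition above the mean inhibition of all tested compounds plus 3 SD, cut at about 73% in these data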;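 also: 0% = DMSO wells and 100% = reporter-only cells lacking LRH-1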
TRAIL sens C8 – viability loss with TRAIL in NB7+C8 cells, primary screen, TRAIL sensitizer project, cell-based, ATPlite luminescence | inhibition (viability loss, TRAIL sensitization), % at 10 µM | 360,000 tested, 1% active | AID 624354, 2012;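 active = compounds causing at least 50% loss of cell viability in the single-dose screen, relative to plate controls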
EBV LMP1 NFkB – EBV LMP1-driven NF-kappaB luciferase reporter inhibitors, primary screen, cell-based, luminescence, single point | inhibition, % at 12.5 µM | LMP1-induced NF-kappaB luciferase reporter cells | 350,000 tested, 0.69% active; in the data active = inhibition above about 41%;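 also: 0% = neutral control wells and 100% = reference inhibitor control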
TLR9-MyD88 block – inhibitors of TLR9-MyD88 association in cells, primary screen, cell-based, CHO, BLA complementation, fluorescence. 340,000 tested, 0.21% active. Toll-like receptor 9 (Homo sapiens) + Myeloid differentiation primary response protein …. AID 504734, 2011. CCF4 FRET ratio. inhibition, % at 4.98 µM;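 active = inhibition above the mean over all tested compounds plus 3 SD, cut at about 21% in these data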;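 also: 0% = DMSO only wells and 100% = clavulanate BLA inhibitor control wells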
TROY signal inh – inhibitors of TROY-driven NF-kB signaling, primary screen, Q293 LMP1-TROYcd cells, NF-kB luciferase, uHTS; 360,000 tested, 0.98% active; inhibition, % at 10 µM; Q293 LMP1-TROYcd NF-kB luciferase reporter, 4 h;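 active = compounds whose plate-normalised and pattern-corrected inhibition of the luciferase reporter signal at the single screening dose is 50% or more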
NOD2-RIPK2 inh – NOD2-RIPK2 binding disruptors in cells, primary screen, fluorescence, CHO cells, BLA complementation; Receptor-interacting serine/threonine-protein kinase 2 (Homo sapiens), O43353; CCF4 ratio; inhibition, % at 4.98 µM; 360,000 tested, 0.38% active; in the data active = inhibition above about 21%;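 also: 0% = vehicle only and 100% = reference blocker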
NCOA3 inh – SRC3 coactivator transcriptional activity inhibitors, primary screen, cell-based, luminescence; AID 588352, 2011; inhibition, % at 3.6 µM; HEK293 GAL4-SRC3 luciferase reporter; 360,000 tested, 0.17% active; Nuclear receptor coactivator 3 (Homo sapiens), Q9Y6Q9;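 active = inhibition above a per-campaign cutoff, the mean of all compounds plus 3 SD, cut at about 60% in these data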;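 also: 0% = DMSO-treated cells and 100% = gossypol-treated cells at 36 µM; higher means less SRC3-driven luciferase light from the GAL4 reporter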
TWEAK-Fn14 inh – inhibitors of TWEAK-Fn14 signaling, primary screen, luciferase reporter cells, uHTS; TWEAK-stimulated Fn14 reporter cells, luciferase luminescence, 8 h; inhibition, % at 10 µM; AID 1159606, 2016; 360,000 tested, 2% active; in the data active = inhibition above about 50%
NCOA2 inhibitor – inhibition of GAL4-SRC2 driven luciferase reporter, primary screen, SRC2 inhibitor project, cell-based, luminescence. Nuclear receptor coactivator 2 (Homo sapiens), Q15596. HEK293 GAL4-SRC2 luciferase reporter. inhibition, % at 9 µM. 370,000 tested, 0.17% active. AID 651957, 2012;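 active = inhibition above the mean inhibition of all tested compounds plus 3 SD, set per campaign, cut at about 52% in these data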;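 also: 0% = DMSO treated cells and 100% = cells given Gossypol at 36 µM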
NR2F2 inh – NR2F2 transcriptional activity inhibitors, primary screen, cell-based, luciferase reporter, HEK293T, luminescence | COUP transcription factor 2 (Homo sapiens), P24468 | HEK293T NGFI-A luciferase reporter | inhibition, % at 8.6 µM | 370,000 tested, 0.7% active | AID 686940, 2013;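 active = inhibition above a per-plate cutoff, mean inhibition of test wells between control levels plus 3 SD, cut at about 38% in these data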;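 also: cells cotransfected with COUP-TFII expression vector driving the NGFI-A reporter; 0% = median of COUP-TF2 test wells and 100% = reporter-only cells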
SRC1 inh – SRC1 coactivator transcriptional activity inhibitors, primary screen, cell-based, luminescence. Nuclear receptor coactivator 1 (Homo sapiens), Q15788. 360,000 tested, 0.12% active. AID 588354, 2011. HEK293 GAL4-SRC1 luciferase reporter. inhibition, % at 3.6 µM;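 active = inhibition above the campaign mean plus 3 SD, with each screening campaign given its own cutoff, cut at about 60% in these data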;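 also: 0% = DMSO treated cells and 100% = gossypol at 36 µM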
* hit, by the source's call; / = no result given; & = joins results of further samples. The list is partial; the hit share may differ from the screen's.

Structure,NCOA2 inhibitor,EBV LMP1 NFkB,LRH-1 inv ag,TROY signal inh,NOD2-RIPK2 inh,SRC1 inh,TLR9-MyD88 block,NR2F2 inh,NCOA3 inh,TWEAK-Fn14 inh,TRAIL sens C8
COC(=O)CSc1nnc(CNC(=O)c2cc(OC)c(OC)c(OC)c2)n1C,3,4,8,8,5,6,0,-10,7,0,-1
c1ccc(CNc2nc(NCc3ccccc3)c3ccccc3n2)cc1,/,-37,3,78*,1,7,-10,/,19,10,53*
CCn1c(N2CCN(C(=O)Nc3ccc(F)cc3)CC2)nc2ccccc21,14,3,-8,-25,-8,-34,-3,15,23,4,-8
O=C(COc1cccc2c1CCNC2=O)Nc1cccc(F)c1,-39,-2,22,-27,4,-8,2,-9,16,-27,-11
CCCS(=O)(=O)Nc1cccc(-c2ccc3nnc(C)n3n2)c1,-50,6,-6,1,-15,-12,-13,-44,15,-7,9
CC(NC(=O)COC(=O)C1CCCCC1)c1ccccc1 (stereo unspecified),-38,-3,-10,-12,-10,-4,-1,20,5,-5,4
O=C(Nc1nc2ccsc2c(=O)s1)C1CCC1,-39,-28,-47,-45,-4,-51,/,-41,-58,10,1
Cc1cccc(NC(=O)C2C3C=CC4(O3)C2C(=O)N(CCCN2CCCC2)C4C(=O)NC2CCCC(C)C2C)c1 (stereo unspecified),-15&4,-5,-23,8,1,7,-6,16&-13,-24,12,-9
COc1cc(-c2cc(-c3ccc(F)cc3)nc(N)c2C#N)ccc1O,-30,4,-3,19,8,2,11,-8,19,32,-18
COc1ccc(-c2csc(CCn3nc(C)cc3C)n2)cc1OC,-21,0,-6,-7,1,-11,-6,14,-3,-4,-10
COc1cc(CNC(=O)c2cnccn2)cc(OC)c1,-2,-8,11,-9,-8,7,0,-10,-23,6,4
Cc1ccc(S(=O)(=O)N2CCCCC2)cc1NC(=O)CSc1ncn[nH]1,-2,-6,-4,-12,7,11,-4,-8,4,-10,2
COc1ccc(NC(=S)NCC2CCCO2)c(OC)c1 (stereo unspecified),-13,-5,4,8,5,7,10,-2,12,-7,-4
Cc1ccc2c(c1)=N/C(=N\c1[nH]c(O)c3ccccc13)N=2,-28,-24,-56,-51,29*,-62,-3,-20,-59,46,9
CC(C)NC(=O)CN1CCC(c2ccccc2)C(O)C1 (stereo unspecified),-18,-3,5,9,-2,-7,0,-5,0,-1,-1
Cc1nn(S(=O)(=O)c2ccc(Br)cc2)c(C)c1S(=O)(=O)N1CCOCC1,-7,4,-1,-4,-10,9,-6,-7,0,12,-19
Cc1ccc(-c2nnc(Nc3ccc(C(=O)N(C)C)cc3)c3ccccc23)cc1S(=O)(=O)NC(C)(C)CO,-15,-4,-1,-17,4,-28,-2,-12,-3,-10,9
Cc1ccc(S(=O)(=O)Nc2ccc3nc(C)sc3c2)cc1,/,7,20,14,-10,16,-7,/,16,37,-5
O=C1OC(c2cccs2)=N/C1=C\c1ccc(-c2cccc(Cl)c2)o1,8,1,16,-12,3,-1,-6,-7,25,5,-6
O=C(CC1C(=O)N(c2ccccc2)C(=O)N1Cc1ccco1)Nc1ccccc1 (stereo unspecified),-3,1,8,8,-1,-2,4,23,13,0,-9
COC(=O)c1sc(NC(=S)NC(=O)c2ccccc2Cl)nc1C,-30,-4,-76,21,-5,-71,13,-27,-69,15,39
CN1CCN(c2nc(-c3ccccc3Cl)nc3ccccc23)CC1,-22,-3,10,11,-46,-41,6,4,6,-15,-8
Cc1cc(C(F)(F)F)c2c(C)nn(CCc3nn[nH]n3)c2n1,15,-5,-7,0,-4,-30,6,-8,17,-19,2
COc1ccc(C=CC(=O)c2ccc(OC)c(OC)c2O)cc1OC,-1,29,-3,-19,4,-16,-3,-6,5,35,-7
Oc1c(CN2CCOCC2)ccc2ccccc12,-21,-3,6,12,-7,-8,-4,-7,10,-8,-9
CCCCC(c1nnnn1C1CCCC1)N1CCN(C(=O)c2ccco2)CC1 (stereo unspecified),-7,-4,-8,3,4,-5,3,0,-35,-4,2
Cc1ccc2c(c1)C(c1ccc(O)cc1)(c1ccc(O)cc1)C(=O)N2C,-5,-7,-4,8,-9,-13,-4,5,18,-2,-1
CN(Cc1ccccc1)S(=O)(=O)c1ccc(Cl)c(C(=O)OCC(N)=O)c1,-21,-2,0,-1,-1,11,-9,-38,18,4,21
CCCCc1c(O)c2ccccc2[nH]c1=O,-17,2,-5,9,-7,15,-12,-7,-2,7,-6
O=C(CSc1nnc(CNC(=O)c2ccccc2F)o1)NCCc1ccccc1,-22,-4,7,5,2,2,-16,6,15,2,2
Cc1cc(C(=O)NCc2cccs2)no1,1,-1,10,2,7,6,5,0,14,14,-5
O=C1CC(NC(=O)C(F)(F)F)c2cc3c(cc21)OCO3 (stereo unspecified),-6,4,-9,9,-5,11,-10,-4,21,24,-4
CCOC(=O)/C(=C/c1ccc(OC(F)F)cc1)C1=Nn2c(nnc2-c2ccc(Cl)cc2)SC1,24,16,1,91*,-4,11,-1,16,4,107*,90*
Cc1ccc(NC(=O)CCc2ccc(C)o2)c(C)c1,2,-4,-13,-19,8,-1,-8,-12,-6,-4,-12
Cc1c(Cl)cccc1NC(=S)NCCC(c1ccccc1)c1ccccc1,-22,-1,-12,37,-9,5,-3,3,18,16,-24
Cc1cc(C(=O)Nc2ccccc2)oc(=O)c1,-29,-7,-72,-40,5,-30,5,-7,-24,1,0
COCc1nnc(NC(=O)C2CCN(C(=O)c3ccco3)CC2)s1,0,-3,-17,-8,4,-1,10,3,4,-2,-13
CCC(CC)C(=O)c1c[nH]c(C(=O)NCc2cccs2)c1,2,-2,18,14,1,-1,17,7,11,-15,30
COc1ccc(C2=Nc3ccccc3N(C(=O)c3cnccn3)C2C(=O)NC2CCCC2)cc1 (stereo unspecified),-34,/,-59,/,-2,/,/,8,/,/,-15
CCOC(=O)N1CCN(C(=O)COC(=O)c2ccc([N+](=O)[O-])cc2Cl)CC1,2,-4,2,-3,-1,3,-19,5,-12,-1,-8
O=C(Nc1ccc(N2CCN(C(=O)c3ccc(Cl)cc3)CC2)cc1)c1cccnc1,12,5,-18,18,2,10,3,5,16,9,-11
C#Cc1ccc(NC(=O)C2(C)CCN2C(=O)CC(c2ccccc2)c2ccccc2)cc1 (stereo unspecified),1,/,-25,16,-2,-10,/,11,10,3,93*
CN(C)c1ccccc1C(=O)c1ccccc1N(C)C,-33,10,-31,-27,4,-79,-2,-16,-48,20,17
CN(C)c1ccc(NC(=O)CN2CCC(N3CCCCC3)CC2)cc1,25,1,-9,6,-4,-45,-3,13,6,-12,0
Oc1ccc(CNc2ccccc2O)cc1,-40,-18,6,-31,7,-36,-7,-10,-37,-1,-12
Cc1ccccc1-c1nnn(CC(=O)N2CCN(S(=O)(=O)c3ccc(Cl)cc3)CC2)n1,2,3,1,-5,-8,-1,0,-5,1,18,6
COc1ccc(C(=O)NC2CC3CCCC(C2)N3CC(C)C)cc1 (stereo unspecified),95*,1,9,9,-5,2,-15,-14,5,-16,1
CC(C)CN1CCC(=O)N(CCC#N)CC1,-13,2,19,-19,5,-3,6,-13,3,5,13
COC(=O)Cn1c(=NC(=O)C(C)C)sc2c(C)cc(C)cc21,-13,-4,6,4,-1,0,8,11,-4,8,-2
CCCNC(=O)C1(C)CCCN(C(=O)c2sccc2C)C1 (stereo unspecified),11,/,12,2,10,-3,/,2,-4,-6,-12
Cc1cccc(C)c1NC(=O)CNC(=O)Cc1ccc(Br)cc1,6,-1,1,-1,0,-2,5,-8,15,5,-13
Cc1ccc(F)cc1NC(=O)CN1CCN(c2ccccn2)CC1,17,-7,9,15,-9,-29,-3,-12,10,9,-18
CCOc1ccc(Nc2nc(Cl)nc(N3CCN(c4ccc(OC)cc4)CC3)n2)cc1,-1,-2,-5,-1,2,-12,3,9,1,1,0
CCOC(=O)C1(C)CCN1C(=O)c1ccoc1 (stereo unspecified),8,/,13,-16,0,-8,/,-1,-51,1,1
CCC(=O)N1CCCc2cc(S(=O)(=O)N3CCCc4ccccc43)ccc21,-2,3,3,16,1,-8,10,6,2,11,13
Cc1cc(C)n(Cc2ccc(Cl)c(Cl)c2)c(=O)c1S(=O)(=O)c1ccccc1,-2,4,-16,9,-1,-4,4,0,-12,-8,8

Later entries.
Structure,NCOA2 inhibitor,EBV LMP1 NFkB,LRH-1 inv ag,TROY signal inh,NOD2-RIPK2 inh,SRC1 inh,TLR9-MyD88 block,NR2F2 inh,NCOA3 inh,TWEAK-Fn14 inh,TRAIL sens C8
COc1ccc(N2CCN(c3nc(C)c(C)c(=O)[nH]3)CC2)cc1,2,5,-2,-2,-9,-33,-3,11,-18,-19,-1
Cc1cc([N+](=O)[O-])ccc1NC(=O)c1cc2ccccc2o1,-98,-31,-54,-44,-12,-61,-8,-13,-81,-31,11
CC1=C(C(=O)N2CCCCCC2)CC(CC(=O)NCCCN(C)C)C(=O)N1Cc1ccc(C(C)(C)C)cc1 (stereo unspecified),-14,/,10,-8,-2,/,/,2,/,-15,-2
COc1ccc(-c2c(-c3ccc(OC)c(F)c3)c3ccccc3n2C)cc1,-20,-1,12,-8,-1,-7,0,4,3,0,-1
COc1ccc(NC(=O)CCCNC(=O)Cn2cnc3sc4c(c3c2=O)CCCC4)cc1OC,11,-2,-7,-6,-2,12,-8,7,-13,5,3
COc1ccc(CCNC(=O)CN2C(=O)NC(c3ccccc3)(c3ccccc3)C2=O)cc1,-1,-5,-21,-7,-8,-1,-1,-4,-3,-2,1
CC(C)C[C@H]1CNC(=S)N1CC1CCCN1C[C@H](Cc1ccccc1)N1C[C@H](Cc2ccc(O)cc2)N(CC2CCCCCC2)C1=S (stereo partly specified),-26,5,-24,-25,-7,-9,-21,15,6,-4,8
Cc1ccc(S(=O)(=O)Oc2cccc(/C=N/n3cnnc3)c2)cc1,1,-1,-52,-14,12,-15,2,0,-16,23,9
COc1cc(/C=C/C(=O)O)cc(S(=O)(=O)Nc2cccc(S(=O)(=O)N3CCOCC3)c2)c1OC,-5,-3,-1,12,1,2,-5,-4,-28,-32,-3
CC1=NN(C(C#N)c2ccc(F)cc2)C(c2ccccc2)C1 (stereo unspecified),16,-2,0,23,-8,-3,-7,11,-1,2,-4
CCNc1nc(SCC(=O)OC)nc(N2CCOCC2)n1,0,8,0,3,-4,1,-7,0,12,2,-16

Compound activity from PubChem BioAssay.
